aSyn rescue: inhibitors of alpha-synuclein toxicity in yeast. Yeast expressing alpha-synuclein, growth rescue, BacTiter-Glo, 24 h. Potency, µM (series often up to 46.1 µM), inactives show at the highest dose growth rescue (activation), actives largely listed as activators. 370,000 compounds, 0.14% hits; note: potency is the fitted concentration of half-maximal effect; % of control where 0% means no effect; nearly all actives have a fitted effect of over 65% in size
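Rescue of yeast growth: cells expressing toxic alpha-synuclein, induced in galactose at OD600 0.02, incubated with compound 24 h at 30 C. ATP luminescence quantified growth; inhibitors of toxicity appear as activators.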
PI5P4K alpha inh: inhibitors of human PI5P4K alpha. P48426. PI5P4Kalpha enzyme, ADP-Glo luminescence, 60 min; stronger effect = lower value. 330,000 compounds, 1.2% hits. max response, %. AID 652105; active = max response of -50% or lower; inconclusive = between -30% and -50%; inactive = -30% or higher; note: value at the top dose of about 77 µM; % is set by controls: 0 for no effect and ±100 for the full control effect
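Quantitative HTS of the MLSMR library against PI5P4Kalpha with substrate. ATP added last at 5 microM final; room temperature, 60 minutes. Remaining ATP depleted, ADP converted and read as luminescence.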
EPAC1 antag: antagonists of human EPAC1; EPAC1 GEF assay, Rap1b-BODIPY-GDP exchange fluorescence; Potency, µM (doses to about 115 µM), for inactives: at the top dose activity change, negative = inhibition, actives largely listed as inhibitors; 360,000 compounds, 0.14% hits;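 note: potency is the fitted concentration of half-maximal effect; plate controls were vehicle for no effect and positive control for full effect; nearly all actives have a fitted effect of over 50% in size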
EPAC1 ag: agonists of human EPAC1; Potency, µM (titrated, usually from 154 µM), for the others: top-dose activation, usual class: activators; O95398; EPAC1 agonist qHTS, biochemical assay; response scale: 100% = response to 6.5 mM cAMP; 360,000 compounds, 0.073% hits; AID 720707; note: potency is the fitted concentration of half-maximal effect; nearly all actives have a fitted effect of over 60% in size
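Nucleotide exchange assay: 100 nM EPAC1 with 250 nM Rap1B loaded with BODIPY-GDP and 50 uM GDP, room temperature. Fluorescence (480/540 nm) read every 5 min for 30 min; signal change normalized to 6.5 mM cAMP as full agonist.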
FUS suppressor: rescues growth of FUS-expressing yeast; S. cerevisiae FUS-expressing, growth rescue, OD600, 24 h; Potency, µM (titrated, usually from 76.6 µM), without a hit: at the top dose growth rescue (activation), usual class: activators; 390,000 compounds, 0.24% hits;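 note: potency is the fitted concentration of half-maximal effect; plate controls were DMSO vehicle for no effect and reference control for full effect; nearly all actives have a fitted effect of over 55% in size; some results filed as inactive show a strong effect at the top dose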
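Yeast expressing FUS under galactose induction, OD 0.005 in 2% galactose medium; compounds in a dilution series, 24 h at 30C. Growth rescue by absorbance at 600 nm; CP55940 positive control, DMSO negative.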
IL2 activator: activates IL-2 in a cell-based reporter assay. IL-2 activation reporter assay, cell-based qHTS; stimulated with anti-CD3/CD4/CD28 beads; in transgenic mouse T cells. activation, % (series mostly up to about 46 µM). 360,000 compounds, 0.065% hits; in the data active = activation above about 50%; inconclusive = mostly about 30% to 49%; note: 0% is about no effect
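Unstimulated transgenic mouse T cells; 60-min compound exposure; bead-based TCR/CD4/CD28 stimulation; 18 h culture, 37 degrees C; dual fluorescence (EGFP, DsRed) plate cytometry.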
Abeta rescue: A-beta toxicity reversal in yeast; yeast expressing A-beta42, growth rescue, OD600, 48 h; response scale: 0% DMSO, 100% iron-clioquinol control; Potency, µM (top dose mostly 46.1 µM), for inactives: top-dose growth rescue, most hits filed as activators; 410,000 compounds, 0.063% hits; note: potency is the fitted concentration of half-maximal effect; nearly all actives have a fitted effect of over 55% in size
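Yeast A-beta toxicity model in growth medium with pinned compounds, 48 h at 30 C; growth read as absorbance at 600 nm. Normalized to FeCl3/clioquinol equimolar mix (positive) and DMSO (negative).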
PLK1 PBD inh: inhibitors of human PLK1 polo-box domain binding. Plk1 PBD binding of FITC phosphopeptide, fluorescence polarization. Potency, µM, without a hit: max response, negative = inhibition, usual class: inhibitors. 360,000 compounds, 2.8% hits. AID 720504; note: potency is the fitted concentration of half-maximal effect; series mostly up to about 57 µM; % is set by controls: 0 for no effect and ±100 for the full control effect; nearly all actives have a fitted effect of over 65% in size
WRN inhibitor: WRN helicase (human) inhibition; Q14191; WRN helicase unwinding, fluorescent forked duplex, kinetic; Potency, µM (titrated, usually from 114 µM), for inactives: at the top dose activity change, negative = inhibition, most hits filed as inhibitors; 360,000 compounds, 0.46% hits; note: potency is the fitted concentration of half-maximal effect; % is set by controls: 0 for no effect and ±100 for the full control effect; nearly all actives have a fitted effect of over 55% in size
Target sequence (Q14191 whole entry, looked up): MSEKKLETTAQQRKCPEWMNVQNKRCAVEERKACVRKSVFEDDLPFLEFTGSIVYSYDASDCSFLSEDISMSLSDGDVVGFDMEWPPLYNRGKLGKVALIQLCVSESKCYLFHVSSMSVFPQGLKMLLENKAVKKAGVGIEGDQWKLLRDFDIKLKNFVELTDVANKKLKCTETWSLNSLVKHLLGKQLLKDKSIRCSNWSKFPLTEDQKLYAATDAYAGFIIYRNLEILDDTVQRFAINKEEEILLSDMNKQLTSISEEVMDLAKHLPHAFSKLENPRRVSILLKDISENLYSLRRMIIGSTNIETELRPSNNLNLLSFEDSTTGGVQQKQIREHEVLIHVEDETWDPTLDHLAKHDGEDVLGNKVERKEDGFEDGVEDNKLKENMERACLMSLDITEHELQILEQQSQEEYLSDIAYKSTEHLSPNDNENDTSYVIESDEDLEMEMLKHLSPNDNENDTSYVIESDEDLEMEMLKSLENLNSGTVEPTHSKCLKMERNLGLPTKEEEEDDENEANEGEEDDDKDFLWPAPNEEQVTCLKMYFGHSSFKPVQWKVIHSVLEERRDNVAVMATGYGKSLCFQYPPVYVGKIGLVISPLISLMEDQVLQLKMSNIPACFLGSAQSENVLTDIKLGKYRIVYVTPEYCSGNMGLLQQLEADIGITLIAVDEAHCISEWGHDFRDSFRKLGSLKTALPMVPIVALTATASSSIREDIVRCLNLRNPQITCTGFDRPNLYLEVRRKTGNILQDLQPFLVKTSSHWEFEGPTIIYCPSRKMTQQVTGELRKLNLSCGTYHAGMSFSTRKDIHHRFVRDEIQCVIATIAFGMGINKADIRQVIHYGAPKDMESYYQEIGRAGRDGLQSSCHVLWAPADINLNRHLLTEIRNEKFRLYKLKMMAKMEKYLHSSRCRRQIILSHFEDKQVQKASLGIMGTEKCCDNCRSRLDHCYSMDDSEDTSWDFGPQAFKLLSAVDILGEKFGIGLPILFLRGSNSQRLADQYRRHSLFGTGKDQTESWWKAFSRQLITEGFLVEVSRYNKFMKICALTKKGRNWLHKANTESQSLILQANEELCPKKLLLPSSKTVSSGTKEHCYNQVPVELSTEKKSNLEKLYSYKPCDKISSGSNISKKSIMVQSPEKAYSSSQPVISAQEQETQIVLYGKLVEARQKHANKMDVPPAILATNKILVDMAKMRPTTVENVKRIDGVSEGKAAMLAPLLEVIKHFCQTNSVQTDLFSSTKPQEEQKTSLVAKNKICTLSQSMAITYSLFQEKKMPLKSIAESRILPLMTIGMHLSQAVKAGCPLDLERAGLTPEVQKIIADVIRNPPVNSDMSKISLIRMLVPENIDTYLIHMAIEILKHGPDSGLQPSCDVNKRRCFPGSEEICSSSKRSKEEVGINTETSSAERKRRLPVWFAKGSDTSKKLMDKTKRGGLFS
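Kinetic fluorescence helicase assay: unwinding of a quenched forked DNA duplex (100 nM final) with 2 mM ATP final raises red fluorescence (525/598 nm). Compounds sat 15 min at room temperature with 20 nM WRN beforehand.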
* marks the source's active call; other numbers are inactive results; ? = inconclusive; nt = no result given; & = joins results of further samples; [ ] = another dose, or the depositor's remark. Unless noted, calls come from the whole dose curve; as a rule, active = well fitted curve in the direction sought with a large enough effect; inconclusive = small, poorly fitted or top-dose-only effect, or another doubt; inactive = no such curve, though single readings can be large; an effect the other way counts as inactive or inconclusive. Not a hit list; about 4.1% have a hit in one of these screens.

SMILES	aSyn rescue	PI5P4K alpha inh	EPAC1 antag	EPAC1 ag	FUS suppressor	IL2 activator	Abeta rescue	PLK1 PBD inh	WRN inhibitor
Cn1cc(CN2CCC(C(=O)NC(c3ccc(F)cc3)c3ccc4ccccc4n3)CC2)c2ccccc21 (stereo not drawn)	-16.7%	-17.6	-12.9%	-7.3%	26.0%	-0.9	2.7%	1.2%	0.3%
O=C(NC(Cc1c[nH]c2ccccc12)C(=O)OCC(=O)c1cccc2ccccc12)c1cccs1 (stereo not drawn)	5.3%	3.9	14.3%	11.1%	nt	-0.1	8.8%	19.5%	-23.0%
Cc1ccc(NC(=O)c2ccco2)cc1C	-15.3%	-24.2	-3.6%	0.0%	0.6%	-0.6	-38.7%[inhibitor]	21.2µM*	-1.5%
O=C(CCN1CCOCC1)N1c2ccccc2Sc2ccc(Cl)cc21	-1.5%	-5.5	6.3%	-11.9%	-24.9%	0.4	-10.0%	-5.8%	6.8%
O=C(NCCCN1CCOCC1)c1ccc(CS(=O)(=O)c2c(Cl)cccc2Cl)o1	-14.2%	-1.4	-13.3%	1.9%	-8.1%	-1.3	2.5%	-1.9%	2.1%
COc1ccc(-c2nnc(SCC3CCCO3)n2C)cc1 (stereo not drawn)	7.6%	-4.5	-8.7%	0.6%	-5.0%	-0.5	15.8%	6.6%	-2.1%
O=C(Oc1ccc(Br)cc1C(=S)N1CCOCC1)c1ccc([N+](=O)[O-])cc1[N+](=O)[O-]	-56.9%[inhibitor]	-14.0	4.8%	2.0%	-20.2%	-4.5	-84.6%[inhibitor]	5.97µM*	20.3%
COc1cccc(/C=N/c2sc(Cc3ccccc3)c(C)c2C(N)=O)c1O	0.3%	-11.8	-2.1%	0.5%	nt	0.6	5.7%	-27.8%	-15.9%[57.1 µM]
COc1ccc(N2C(=O)[C@@H]3C(c4cccnc4)=NO[C@@H]3C2=O)cc1	11.7%	-17.8	-9.0%	-10.3%	39.1%	1.4	2.6%	-15.8%	-7.9%
O=C(CSc1nc(C2CC2)nc2ccccc12)Nc1cccc(O)c1	7.5%	6.2	-3.8%	-2.8%	17.7%	-0.6	-3.1%	0.0%	-26.9%
COC(=O)C1(C(=O)OC)CCCCN(S(=O)(=O)c2ccc(C)cc2)CCC1	-0.9%	-1.5	-13.2%	10.3%	18.9%	-0.8	-15.7%	-5.9%	0.6%
CCCC1O[C@@H]2C[C@H]3[C@@H]4CCC5=CC(=O)C=C[C@]5(C)[C@H]4[C@@H](O)C[C@]3(C)[C@]2(C(=O)CO)O1 (stereo partly drawn)	4.0%&5.6%	-0.4	-13.9%	-12.1%	-35.2%	-0.7	-14.6%	-11.5%	3.4%
Cc1cccn2c(=O)c3cc(C(=O)NCCN4CCOCC4)n(C)c3nc12	6.8%	-2.7	15.2%	-8.2%	-0.4%	0.9	0.3%	-8.5%	-0.8%
N#Cc1cccnc1N1CCN(C(=O)c2cccc3c2C(=O)c2ccc(-c4ccc(Cl)c(C(F)(F)F)c4)cc2S3(=O)=O)CC1	-2.9%	4.5	3.3%	-4.4%	-21.8%	0.9	-12.9%	3.8%	7.1%
C#CCNC(=O)C1=C[C@@H](c2ccc(C(F)(F)F)cc2)[C@H](CCCO)[C@@H](OCC)O1	2.0%	1.9	-2.0%	-12.3%	26.5%	-0.9	3.3%	-8.6%	-1.8%
COc1ccc(-c2cn3nc4c(nc3n2)CCCC4)cc1	4.2%	-11.8	-2.4%	-0.9%	34.9%	0.2	1.6%	?	-25.7%
COc1ccc(CC(NC(C)=O)C(=O)NC2CCN(C(=O)c3ccc(OC)c(OC)c3)CC2)cc1OC (stereo not drawn)	1.0%	-4.0	-6.7%	5.1%	-5.1%	1.0	4.8%	-2.0%	4.5%
O=C(Nc1ccnn1C1CCN(Cc2ccccc2OC(F)F)CC1)c1cccc(F)c1	4.8%	10.2	-6.0%	-8.0%	-0.5%	-3.1	-1.3%	5.8%	2.8%[57.1 µM]
CN(Cc1ccc(F)cc1)C(=O)c1cccc(OCc2ccccc2)c1	6.9%	20.1	-5.9%	7.2%	18.9%	-3.8	19.9%	-9.7%	0.9%
CCCCCNc1nc(NCCCO)c(C#N)c2c1CN(C)CC2	?	2.1	-6.5%	-15.0%	-12.8%	-1.3	1.8%	-7.2%	-28.8%[57.1 µM]
COc1ccc(CN(C)S(=O)(=O)c2nnc(NC(=O)c3cccc(OC)c3)s2)cc1	2.2%	0.8	-10.1%	5.1%	26.8%	1.4	7.7%	-11.2%	-17.7%
Cc1ccc(OCC(=O)Nc2cccnc2Cl)cc1C	0.0%	11.3	3.1%	7.2%	-28.1%	2.6	11.5%	-10.1%	3.8%
O=c1[nH]c(C2CCN(S(=O)(=O)c3ccc(S(=O)(=O)NC4CC4)cc3)CC2)nc2c1nnn2Cc1cccc(F)c1	0.2%	-24.8	-18.3%	3.9%	?	-0.5	6.1%	-7.4%	6.1%
COc1ccc(CN2CCC(=O)N([C@H](CO)c3ccccc3)CC2)cc1OC	0.3%	1.9	5.1%	7.6%	-12.6%	-2.2	6.5%	3.2%	3.4%
CCOc1ncccc1C(=O)N1CCCSC1=Nc1ccc(C(C)=O)cc1	6.9%	2.5	-17.3%	3.9%	-15.5%	0.1	-11.7%	-14.6%	12.8%

One compound at a time (already shown). Values in the order: aSyn rescue, PI5P4K alpha inh, EPAC1 antag, EPAC1 ag, FUS suppressor, IL2 activator, Abeta rescue, PLK1 PBD inh, WRN inhibitor
`COc1cccc(/C=N/c2sc(Cc3ccccc3)c(C)c2C(N)=O)c1O` in the list: 0.3%, -11.8, -2.1%, 0.5%, nt, 0.6, 5.7%, -27.8%, -15.9%[57.1 µM]
`O=C(CCN1CCOCC1)N1c2ccccc2Sc2ccc(Cl)cc21` in the list: -1.5%, -5.5, 6.3%, -11.9%, -24.9%, 0.4, -10.0%, -5.8%, 6.8%
`O=c1[nH]c(C2CCN(S(=O)(=O)c3ccc(S(=O)(=O)NC4CC4)cc3)CC2)nc2c1nnn2Cc1cccc(F)c1` in the list: 0.2%, -24.8, -18.3%, 3.9%, ?, -0.5, 6.1%, -7.4%, 6.1%
`Cn1cc(CN2CCC(C(=O)NC(c3ccc(F)cc3)c3ccc4ccccc4n3)CC2)c2ccccc21` (stereo not drawn) in the list: -16.7%, -17.6, -12.9%, -7.3%, 26.0%, -0.9, 2.7%, 1.2%, 0.3%
`O=C(Oc1ccc(Br)cc1C(=S)N1CCOCC1)c1ccc([N+](=O)[O-])cc1[N+](=O)[O-]` in the list: -56.9%[inhibitor], -14.0, 4.8%, 2.0%, -20.2%, -4.5, -84.6%[inhibitor], 5.97µM*, 20.3%

Other results.
SMILES	aSyn rescue	PI5P4K alpha inh	EPAC1 antag	EPAC1 ag	FUS suppressor	IL2 activator	Abeta rescue	PLK1 PBD inh	WRN inhibitor
CCOc1ccc(/C=N\NC(=O)CC(=O)NCCc2ccccc2)cc1	-0.4%	1.4	-4.4%	18.0%	-7.7%	-0.5	-7.5%	-3.4%	-1.9%
O=C(NC1CCCc2c1cnn2-c1ccc(F)cc1F)c1cnccn1 (stereo not drawn)	0.5%	-2.4	16.1%	7.4%	14.2%	0.3	-4.9%	-9.0%	-6.5%
CN1C(=O)/C(=C/c2ccccc2F)Sc2ccc(C(=O)NCC3CCCO3)cc21 (stereo not drawn)	-1.3%	2.6	-16.4%	-0.8%	40.3%	12.6	-22.6%	-21.5%	-9.9%[57.1 µM]
Cc1ccc(C(OC(=O)c2ccco2)C(=O)NC2CCCCC2)cc1 (stereo not drawn)	-1.7%	-1.9	3.7%	3.5%	9.7%	-2.4	-7.6%	-13.5%	-1.0%
COc1ccc(C(=O)NCCc2c[nH]c3ccccc23)cc1[N+](=O)[O-]	-2.7%	-7.1	12.3%	6.1%	18.9%	0.7	14.1%	-9.3%	-28.6%
COC(=O)c1cc(-c2cccc(OC)c2)c2c(=O)[nH]c(=O)n(C)c2n1	3.6%	2.4	-16.8%	-7.7%	6.8%	0.1	-5.7%	-3.5%	1.5%
CN1CCN(C(=O)c2ccc(Cl)c(S(=O)(=O)N3CCCCC3)c2)CC1	0.2%	nt	6.6%	-2.5%	16.7%	0.0	9.6%	-10.1%	-2.6%
Cc1[nH]c(=S)c(C#N)c(C)c1Cc1ccccc1	-4.6%	?	5.4%	13.9%	-9.8%	0.9	8.8%	0.0%	9.9%
CCC1CN(C(=O)N2CCC(C(=O)NCc3cccc(F)c3)CC2)c2ccccc2O1 (stereo not drawn)	0.9%	-0.6	-0.1%	-5.0%	24.9%	-1.2	29.9%	-19.0%	-4.8%[57.1 µM]
Cc1cc(N2CCN(C)CC2)nc2ccc(NC(=S)N3CCN(c4ccccn4)CC3)cc12	-5.7%	9.2	2.9%	2.2%	4.2%	0.5	-10.4%	-3.3%	-3.8%
COC(=O)c1cccc(NC(=O)C(C)(C)C)c1	-8.0%	-0.5	-10.7%	-8.3%	10.5%	0.8	-0.6%	0.3%	9.7%
C[C@@]12C(=O)N(CCO)CC(=O)N1[C@H](/C=C/c1ccccc1)[C@@H]1C(=O)N(c3ccccc3)C(=O)[C@@H]12	-9.2%	-6.3	6.2%	-8.1%	4.9%	0.0	-14.7%	-12.8%	-1.3%
O=S(=O)(NCc1ccccc1)c1ccc2c(c1)OCCO2	11.5%	1.1	0.6%	-1.2%	12.7%	-3.1	-6.1%	-0.4%	1.9%
Cc1cc(S(=O)(=O)N2CCCCC2)ccc1OCC(=O)N1CCCC1	0.8%	2.7	15.6%	-5.7%	11.9%	-3.2	3.7%	-9.1%	-32.7%
O=C(CCn1c(=O)oc2ccccc21)N(Cc1ccccc1)c1ccccc1	-0.5%	7.0	-11.6%	-2.4%	35.3%	-2.5	1.2%	0.6%	-9.1%
O=C1CCCc2c1cc(C(=O)O)c(=O)n2-c1ccccc1	0.0%	1.3	-7.5%	5.6%	14.4%	0.7	6.8%	-4.8%	-9.4%
